High-throughput results (PubChem BioAssay)
Luc counter: Kinase-Glo luciferase inhibition (counter-screen). Q27757. Kinase-Glo luciferase, ATP luminescence, 8 min. Potency, µM (top dose mostly 38.3 µM), without a hit: at the top dose activity change, negative = inhibition, usual class: inhibitors. hit rate 0.28% among 200,000; note: potency is the fitted concentration of half-maximal effect; % is set by controls: 0 for no effect and ±100 for the full control effect; nearly all actives have a fitted effect of over 60% in size
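Light output from Kinase-Glo luciferase with luciferin and 10 uM ATP in 50 mM imidazole pH 7.2, KCl, MgCl2, Tween 20, BSA; compound pin-delivered, 8-min ambient incubation, then luminescence read.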
NPSR antag: neuropeptide S receptor (human) antagonism, cAMP; AID 1461; Q6W5P4; hit rate 1% among 220,000; CHO-NPSR cells, cAMP TR-FRET, antagonist mode; Potency, µM (doses to about 38.3 µM), without a hit: at the top dose activity change, negative = inhibition, actives largely listed as inhibitors; note: potency is the fitted concentration of half-maximal effect; % is set by controls: 0 for no effect and ±100 for the full control effect; nearly all actives have a fitted effect of over 50% in size; many of its hits are not listed in these tables
Target sequence (Q6W5P4 whole entry, looked up): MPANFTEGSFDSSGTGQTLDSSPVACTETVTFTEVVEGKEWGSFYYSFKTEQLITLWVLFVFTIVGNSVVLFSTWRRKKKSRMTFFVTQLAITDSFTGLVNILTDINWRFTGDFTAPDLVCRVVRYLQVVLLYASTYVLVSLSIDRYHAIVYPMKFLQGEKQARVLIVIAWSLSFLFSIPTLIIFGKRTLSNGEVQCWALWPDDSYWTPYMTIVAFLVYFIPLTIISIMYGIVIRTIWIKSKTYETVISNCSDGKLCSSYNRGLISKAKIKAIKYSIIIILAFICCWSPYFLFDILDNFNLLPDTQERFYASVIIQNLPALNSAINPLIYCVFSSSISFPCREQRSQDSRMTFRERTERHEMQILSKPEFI
GLA spleen mod: inhibitors or activators of human alpha-galactosidase in spleen homogenate. P06280. human spleen homogenate, 4MU-alpha-Gal fluorescence, 40 min. Potency, µM (top dose mostly 80 µM), for the others: at the highest dose activity change, negative = inhibition, hits mostly inhibitors. hit rate 0.008% among 240,000. AID 2107;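 note: potency is the fitted concentration of half-maximal effect; 0% = enzyme with vehicle and -100% = no enzyme basal signal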
Target sequence (P06280 32-429 limits assumed): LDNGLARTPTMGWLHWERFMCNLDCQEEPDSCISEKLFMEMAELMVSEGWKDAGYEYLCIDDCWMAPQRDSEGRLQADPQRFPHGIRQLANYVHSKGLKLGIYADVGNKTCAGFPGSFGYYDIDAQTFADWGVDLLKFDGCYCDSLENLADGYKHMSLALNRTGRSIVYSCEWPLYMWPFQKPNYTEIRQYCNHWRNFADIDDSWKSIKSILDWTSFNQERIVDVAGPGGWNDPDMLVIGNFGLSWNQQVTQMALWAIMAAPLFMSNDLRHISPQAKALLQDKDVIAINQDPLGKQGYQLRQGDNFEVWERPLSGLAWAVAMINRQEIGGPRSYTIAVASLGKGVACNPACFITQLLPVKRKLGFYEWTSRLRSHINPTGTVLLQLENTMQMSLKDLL
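Spleen homogenate 1 ug + cpd (titration) + 4-MU-alpha-D-galactopyranoside 1 mM; 37C 40 min; 50 mM citrate/phosphate pH 5.0, 0.01% Tween-20; stop pH 10; fluorescence 365/440; AC50 via Hill.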
Epigenetic reg: regulators of epigenetic silencing causing reporter derepression in mouse cells. murine LDR cells, GFP reporter derepression, 30 h. Potency, µM (top dose mostly 53.9 µM), inactives show top-dose GFP activation, actives largely listed as activators. hit rate 0.2% among 280,000. AID 1865; note: potency is the fitted concentration of half-maximal effect; % of control where 0% means no effect; nearly all actives have a fitted effect of over 60% in size
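Murine LDR cells carrying a silenced, genomically integrated CMV-driven GFP reporter were exposed to compound for 30 hours at 37 C. After PBS washes, GFP-positive cells (20–120 um objects) were counted by laser-scanning microplate cytometry.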
IMPase Li inh: membrane-permeable IMPase blocker, potentiated with lithium; hit rate 0.35% among 210,000; Potency, µM (top dose mostly 59.4 µM), for inactives: at the highest dose activity, negative = IMPase inhibition, usual class: inhibitors; AID 1457; CHO-M1 cells, IP1 TR-FRET (IP-One), carbachol + lithium;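 note: IP1 builds up when IMPase is blocked and the TR-FRET signal falls; potency is the fitted concentration of half-maximal effect; plate controls were basal vehicle for no effect and high inhibitor control for full effect; nearly all actives have a fitted effect of over 50% in size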
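Readout is a homogeneous TR-FRET IP1 immunoassay (Ex 320, Em 665 and 620), where raised cytosolic IP1 lowers signal. Cells were CHO-M1 treated 30 min at 37C with test compounds plus a little lithium; AC50 values came from Hill-equation fitting.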
CBFb-RUNX1 inh: blocks binding between human CBF-beta and RUNX1; AID 1477; 230,000 tested, under 10 active; Potency, µM (doses to about 59.8 µM), inactives show at the top dose activity, negative = inhibition, usual class: inhibitors; AlphaScreen CBFb-His/RUNX1-biotin binding, biochemical; note: % of control where 0% means no effect
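His-tagged CBF-beta and biotinylated RUNX1 (30 nM each) were premixed 20 min at room temperature, exposed to compound for 15 min, then given nickel-chelate and streptavidin AlphaScreen beads (50 ng each). After 90 min, AlphaScreen signal was read.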
LMNA splice mod: modulators of lamin A splicing. hit rate 0.01% among 200,000. Potency, µM (highest dose often 46.1 µM), for the others: at the top dose ratio change, negative = inhibition, hits mostly inhibitors. HeLa LMNA splicing GFP/RFP minigene ratio, 48 h; active = well fitted inhibition curve with a large enough effect in the signal ratio, with a control signal flat, not every such curve was filed as active; inconclusive = small, poorly fitted or top-dose-only effect, or effect the other way, or a change in a side signal; the % refers to the signal ratio; note: potency is the fitted concentration of half-maximal effect; % is set by controls: 0 for no effect and ±100 for the full control effect
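S3 HeLa cells stably expressing lamin A-EGFP splicing minigene plus DsRed2, 600 cells/well, 48 h compound exposure at 37C. Laser-scanning cytometry; analysed as GFP (500-530 nm)/RFP (575-640 nm) total intensity ratio; 0.5% DMSO vehicle.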
The depositor's hits bear a star; ? = inconclusive; nt = not tested or not shown; & = joins results of further samples; [ ] = another dose, or the depositor's remark. Unless noted, calls come from the whole dose curve; as a rule, active = well fitted curve in the direction sought with a large enough effect; inconclusive = small, poorly fitted or top-dose-only effect, or another doubt; inactive = no such curve, though single readings can be large; an effect the other way counts as inactive or inconclusive.

Below each SMILES: Epigenetic reg, GLA spleen mod, LMNA splice mod, NPSR antag, Luc counter, IMPase Li inh, CBFb-RUNX1 inh
(1) CN1CCN(/N=C/c2ccc(Cl)c(Cl)c2)CC1
    0.0%, -1.3%, 4.0%, -3.0%, -0.6%, -0.6%, 3.9%
(2) COc1ccc(C(=O)NCc2ccc3c(c2)CCO3)cc1
    -3.9%, 9.4%, nt, -16.7%, nt, nt, 1.6%
(3) CNC(=O)CSc1nnnn1CCCOC
    -1.0%, 3.2%, 3.8%, 4.1%[46.1 µM], -2.0%, 49.4%[activator][38.3 µM], 20.0%
(4) Cc1cccc(C)c1N(Cc1ccccc1F)S(C)(=O)=O
    -0.1%, 2.6%, nt, -4.1%, -0.9%, 5.4%, 7.7%
(5) CCN(CC)c1ccc(NC(=O)c2ccc(Br)o2)c(C)c1
    -3.7%, -4.5%, 1.7%, -16.6%[46.1 µM], 1.3%, 1.3%[38.3 µM], -11.5%
(6) Oc1cc(-n2cccn2)c(O)cc1-n1cccn1
    1.1%, 1.1%, ?, 11.9%, nt, nt, 3.9%
(7) CCOC(=O)/C=C/C(=O)Nc1ccccc1-c1ccccc1NC(=O)/C=C/C(=O)OCC
    3.0%, 2.2%, ?, -40.2%, 0.0%, 4.3%, -0.9%
(8) COc1nc(C)ccc1-c1noc(-c2cccs2)n1
    -1.0%, -12.0%, nt, 26.0%, nt, nt, 9.1%
(9) Cc1cccc(CSc2cn(CC(=O)N3CCOCC3)c3ccccc23)c1
    7.2%&0.0%, 2.1%, -4.6%, -10.9%[46.1 µM], -17.2%, 8.9%, -14.6%
(10) O=C(CSc1nnc(NC(=O)c2ccco2)s1)Nc1ccccc1F
    4.1%, 0.9%, nt, -13.1%, -3.0%, -7.7%, -3.6%
(11) Cc1ccc(-c2nn(CC(=O)N(C)C)c(=O)c3ccccc23)cc1S(=O)(=O)N(C)C
    -0.7%, -0.5%, 9.9%, 0.2%[46.1 µM], 2.9%, 20.3%[38.3 µM], 4.5%
(12) CS(=O)(=O)N1CCN(C(=O)c2cc(-c3cccs3)nc3ccccc23)CC1
    2.2%, ?, -6.6%, -5.2%[46.1 µM], -0.5%, -10.5%[38.3 µM], 4.4%
(13) COc1ccc(CCC(=O)N(c2nnc(-c3cccnc3)s2)C(C)C)cc1
    4.2%, -0.6%, nt, 20.4%, 1.6%, -0.5%, 5.6%
(14) COc1ccccc1N(CC(=O)NCCSc1ccc(Cl)cc1)S(C)(=O)=O
    -1.3%, -1.2%, ?, 20.5%, -1.6%, 2.4%, 2.4%
(15) O=c1ccc(Cc2ccc(Cl)cc2)n[nH]1
    -0.9%, -10.6%, ?, 14.7%, 2.8%, -12.0%, 5.4%
(16) C[C@@H]1OC(OC2CC[C@@]3(C)C(CC[C@@]4(C)C3CC=C3C5CC(C)(C)CC[C@]5(C(=O)OC5OCC(O)[C@@H](O)[C@@H]5OC5O[C@@H](C)[C@H](O[C@H]6OC(CO)C(O)C(O)C6O)C(O)C5O)C(O)C[C@@]34C)C2(C)C)C(O)C(O)[C@H]1OC1OCC(O)C(O)[C@H]1O (some centres not stated)
    -0.4%, 1.1%, ?, nt, 0.6%, 23.5%, nt
(17) O=c1nc2n(c3cc(Cl)c(S(=O)(=O)N4CCOCC4)cc13)CCCCC2
    -5.8%, 1.3%, 7.5%, -3.4%[46.1 µM], 3.8%, -0.6%[38.3 µM], 3.8%
(18) O=C(Nc1ccc2c(c1)OCO2)C1CCCCN1S(=O)(=O)c1ccc(F)cc1 (configuration not stated)
    -1.2%, 8.6%, ?, -8.8%[46.1 µM], 4.7%, -8.3%[38.3 µM], -0.3%
(19) Cc1nn(-c2ccccc2)c2sc(C(=O)NNC(=O)COc3ccccc3)cc12
    -0.9%, -8.7%, -4.2%, ?, 0.5%, -5.0%[38.3 µM], -10.6%
(20) CC1CN(C(=O)CSc2nnc3c(Cl)cc(Cl)cn23)CC(C)O1 (configuration not stated)
    0.0%, -4.2%, -9.0%, 2.6%[46.1 µM], 22.6%, 21.6%[38.3 µM], 6.4%
(21) Oc1ccc2oc3c(c2c1C=NCc1ccncc1)CCCC3
    1.3%, 0.5%, nt, ?, nt, nt, 2.0%
(22) CC(=O)Nc1nonc1-c1nc2ccccc2n1Cc1ccccc1
    3.7%, -1.3%, -12.7%, -18.8%[46.1 µM], 0.6%, 5.6%, 11.9%
(23) CS(=O)(=O)N(CC(=O)NC1CCCC1)C1CCCCC1
    0.5%, 5.6%, nt, -8.8%, nt, nt, 11.4%
(24) CCc1ccccc1N1CCN(S(=O)(=O)c2cc(OC)ccc2OC)CC1
    0.0%, -3.4%, ?, -20.4%[46.1 µM], -2.7%, 16.9%, 27.9%
(25) Oc1ccc(Cc2ccc(Cl)cc2)c(O)c1
    1.1%, 6.6%, nt, 6.9%[7.67 µM], nt, nt, 8.2%
(26) Cc1ccc(N(C)S(=O)(=O)c2cccc(C(=O)Oc3ccc4c(C)cc(=O)oc4c3)c2)cc1
    -1.3%, ?, 7.0%, -11.7%, -4.1%, -4.4%, -0.9%
(27) O=C1CCCC2=C1C(c1cccc(O)c1)C1=C(N2)c2ccccc2C1=O (configuration not stated)
    -1.1%, 7.8%, nt, 2.0%, -13.6%, 10.2%, -2.0%
(28) Cc1cc(=O)oc2ccc(OCC(=O)N(Cc3ccc(F)cc3)Cc3ccco3)cc12
    -0.8%, -1.0%, ?, ?, 1.1%, 36.4%[activator][38.3 µM], 2.1%
(29) C/C(N)=C(/C#N)C(=O)CSc1nc2ccccc2[nH]1
    -4.4%, 4.1%, 2.5%, -7.3%[46.1 µM], -6.3%, 14.2%[38.3 µM], -11.8%
(30) CCOC(=O)Cn1c(CN2CCN(c3cccc(Cl)c3)CC2)nc2c1c(=O)[nH]c(=O)n2C
    -1.0%, -2.0%, -12.6%, -25.4%[46.1 µM], 0.9%, 5.3%, -6.8%
(31) O=C(CSc1ccc(Cl)cc1)NC(=O)NCc1ccco1
    1.3%, 15.5%, 5.0%[46 µM], -10.8%, 1.5%, 1.8%, -16.4%
(32) Cc1cccc(OCCn2c(S(=O)(=O)O)nc3ccccc32)c1
    -2.0%, -5.4%, 0.3%, -0.1%[46.1 µM], 1.5%, -11.3%[38.3 µM], 0.4%
(33) COn1c2c(c3c4no[n+]([O-])c4ccc31)CCCC2
    -6.0%, 3.4%, 3.2%, -11.4%[46.1 µM], -2.6%, -8.3%[38.3 µM], -5.3%
(34) CSc1nnc(-c2cccs2)n1C
    -1.1%, 3.3%, nt, 10.1%, 2.2%, 3.5%, -3.8%
(35) Cc1cc(Oc2ccc(=O)n(C)n2)nc(Oc2ccc(=O)n(C)n2)n1
    0.0%, 7.3%, -8.4%, 3.3%[46.1 µM], 2.1%, 9.8%[38.3 µM], 1.1%
(36) COc1ccc(/C=C\C(=O)NCc2ccc3[nH]c(C)cc3c2)cc1OC
    0.6%, 7.4%, 21.0%, -3.9%, -0.6%, 1.4%, -8.9%[2.36 µM]
(37) CCCCn1cc(C(=O)c2cc(Br)ccc2O)cc(C#N)c1=O
    -1.1%, 2.5%, ?, -15.7%[46.1 µM], -2.2%, 11.0%[38.3 µM], -2.0%
(38) CCC(C)c1ccccc1NC(=O)Cc1coc2cc3c(cc12)CCC3 (configuration not stated)
    -1.5%, -3.5%, ?, -29.3%, -1.0%, 0.0%, 16.2%
(39) Nc1ncc2c(n1)CC(c1ccco1)CC2=O (configuration not stated)
    1.1%, -5.2%, -7.0%, -10.6%[46.1 µM], 1.6%, 11.0%[38.3 µM], -14.1%
(40) COC(=O)C1CCN(C(=O)CSc2nc3ccc(OC)cc3[nH]2)CC1
    0.0%, -2.7%, 20.3%[46 µM], 15.7%, -1.1%, ?, 0.0%
(41) COc1ccc(OC)c(NC(=O)c2ccno2)c1
    2.4%, 12.0%, nt, 14.2%, 0.5%, -5.7%, 9.3%
(42) CCOC(=O)c1ccc(NC(=O)C2CCN(C(=O)c3ccc(OC)c(OC)c3)CC2)cc1
    -1.0%, -1.4%, ?, -15.1%[46.1 µM], -0.1%, 4.4%, 0.5%
(43) COC(=O)c1sccc1NC(=O)Nc1ccc(Cl)c(Cl)c1
    8.6%, 0.7%, -11.7%, ?, -22.6%, -14.0%[38.3 µM], 7.2%
(44) FC(F)(F)c1ccc(CSc2nccn2-c2ccccc2)cc1
    -1.1%, 3.9%, 17.2%, -25.6%[46.1 µM], -2.2%, 32.1%[activator][38.3 µM], -26.3%
(45) COc1cc(OC)c(NC(=O)CCc2nc(-c3cccs3)no2)cc1Cl
    0.0%, 3.0%, -4.2%, -10.4%[46.1 µM], -3.0%, 19.0%[38.3 µM], -4.6%
(46) COc1ccccc1CNC(=O)C(CCSC)NC(=O)C1CCC(C)CC1 (configuration not stated)
    1.3%, -1.7%, -6.9%, -1.8%[46.1 µM], -4.3%, 2.7%[38.3 µM], -1.1%
(47) CCOc1cc(-c2nc3ccccc3s2)ccc1O
    -1.1%, ?, nt, 8.4%[7.67 µM], nt, nt, 10.2%
(48) Cc1ccnc(NS(=O)(=O)c2cnc(Cl)c(Br)c2)c1
    0.0%, 2.3%, -10.7%, -18.0%[46.1 µM], 1.8%, 2.9%, -5.1%
(49) COc1cccc(CNC(=O)c2cc(COc3c(F)cccc3F)on2)c1
    -0.1%, -6.6%, nt, 9.9%, nt, 10.2%, ?
(50) C/C(=N\O)C(C)(C)Nc1ccc(F)cc1
    1.1%, -0.1%, nt, 12.0%, nt, nt, -12.2%
(51) Cn1/c(=N/N=C/c2ccccn2)sc2ccccc21
    -0.9%, 1.4%, ?, -6.3%, -1.9%, 4.3%, -8.2%
(52) CCn1c(-c2cc(-c3ccccc3)sc2N)n[nH]c1=S
    1.3%, 2.5%, nt, 26.0%, nt, nt, -12.5%
(53) Cc1ccc(NS(=O)(=O)c2ccc(NC(=O)c3cccs3)cc2)cc1
    -1.7%, 12.7%, 8.8%, -21.7%[46.1 µM], -5.1%, 3.8%[38.3 µM], 2.8%
(54) O=C(N/N=C/c1ccc[nH]1)c1ccccc1OCc1ccc(F)cc1
    1.7%, 12.5%, nt, -2.0%, nt, nt, 11.2%

The list is partial (hit frequency here may not be typical).
